High-throughput results: PubChem, National Center for Advancing Translational Sciences (NCATS)
AmpC detergent: AmpC beta-lactamase inhibition with detergent present. P00811. AmpC hydrolysis of nitrocefin, absorbance 480 nm, 0.01% Triton. Potency, µM (highest dose often 114 µM), without a hit: at the top dose activity change, negative = inhibition, hits mostly inhibitors. actives 0.041% (n = 370,000). AID 485294;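 further: potency means the concentration at half of the fitted maximal effect; 0% = no-compound wells and -100% = no-enzyme wells; nearly all actives have a fitted effect of over 25% in size; some results filed as inactive show a strong effect at the top dose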
Target sequence (P00811 whole entry, looked up): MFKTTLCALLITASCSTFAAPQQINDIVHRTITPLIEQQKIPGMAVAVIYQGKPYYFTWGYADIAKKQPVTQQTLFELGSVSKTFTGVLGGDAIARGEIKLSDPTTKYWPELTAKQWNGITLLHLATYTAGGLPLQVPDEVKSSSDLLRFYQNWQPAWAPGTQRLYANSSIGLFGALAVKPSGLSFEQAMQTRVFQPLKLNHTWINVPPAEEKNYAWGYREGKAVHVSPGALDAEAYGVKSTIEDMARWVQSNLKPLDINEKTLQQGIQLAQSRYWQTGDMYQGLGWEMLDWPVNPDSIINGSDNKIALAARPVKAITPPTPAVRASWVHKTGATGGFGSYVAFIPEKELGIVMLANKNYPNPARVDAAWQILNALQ
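20 mM phosphate pH 7.0 + 0.01% (detergent screen) or 0.0001% Triton X-100; 5.3 nM AmpC reagent; cpd preinc 15 min RT; nitrocefin (800 uM stock) to start; A480 q20 s × 4 min; Activity was normalised to no-enzyme and no-compound control wells.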
HCMV inh: inhibitors of human cytomegalovirus; HFF cells, HCMV-luciferase reporter, 72 h; active compounds read low; activity change, negative = inhibition, % at 57.5 µM; actives 4.5% (n = 410,000); in the data active means activity change below about -60%; inconclusive means no clear call, values can overlap the other calls; inactive means above about -39%
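Steps: HFFs plated, 16 h 37C; compounds added; HCMV-luciferase added to MOI 1 PFU/cell; 72 h 37C; OneGlo reagent, 5 min room temperature; luminescence read, normalized to controls.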
HCV inh: HCV inhibition; Huh7.5.1 HCVcc-Cre infection, luciferase reporter, 44 h; Potency, µM (doses to about 41.8 µM), for inactives: at the highest dose activity change, negative = inhibition, most hits filed as inhibitors; actives 3.4% (n = 340,000); AID 651820; further: potency means the concentration at half of the fitted maximal effect
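Cells seeded at 1,000/well and cultured 4 h, then compounds added followed by HCVcc-Cre virus (~0.5 moi). After 44 h further culture, luciferase substrate was added, plates held 15 min at room temperature, and luminescence read for 15 sec.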
Sm TGR block: blocks Schistosoma mansoni thioredoxin glutathione reductase. Q962Y6. actives 3% (n = 360,000). AID 485364. purified TGR, DTNB reduction, TNB absorbance 405 nm. Potency, µM (titrated, usually from 114 µM), for the others: at the top dose activity change, negative = inhibition, most hits filed as inhibitors; further: potency means the concentration at half of the fitted maximal effect; nearly all actives have a fitted effect of over 60% in size
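TGR 20 nM + NADPH 100 uM (dispensed conc.), cpd preinc 15 min RT; start with NADPH (500 uM addition) then DTNB (15 mM addition). Kinetic TNB absorbance, 405 nm filter. Four-parameter Hill fit across titration.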
AMA1 RON2 block: inhibitors of Plasmodium falciparum AMA1-RON2 interaction | Potency, µM (series often up to 58.2 µM), for inactives: top-dose activity change, negative = inhibition, most hits filed as inhibitors | AID 720542 | actives 0.2% (n = 360,000) | AlphaScreen AMA1-biotinylated RON2 peptide binding;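 further: potency means the concentration at half of the fitted maximal effect; 0% = vehicle wells and -100% = peptide control; nearly all actives have a fitted effect of over 45% in size; some results filed as inactive show a strong effect at the top dose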
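AMA1 (3D7) with his tag at 25 nM final met compounds first, then biotinylated RON2 peptide at 25 nM; detection used donor plus acceptor beads, 10 µg/mL apiece, read by AlphaScreen after 30 min at room temperature.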
Giardia FBPA inh: blocks Giardia fructose-bisphosphate aldolase activity; A8B2U2; purified Giardia FBPA; Potency, µM (top dose mostly 59.6 µM), inactives show top-dose activity, negative = inhibition, usual class: inhibitors; actives 0.71% (n = 290,000); further: potency means the concentration at half of the fitted maximal effect; nearly all actives have a fitted effect of over 55% in size
Target sequence (A8B2U2 whole entry, looked up): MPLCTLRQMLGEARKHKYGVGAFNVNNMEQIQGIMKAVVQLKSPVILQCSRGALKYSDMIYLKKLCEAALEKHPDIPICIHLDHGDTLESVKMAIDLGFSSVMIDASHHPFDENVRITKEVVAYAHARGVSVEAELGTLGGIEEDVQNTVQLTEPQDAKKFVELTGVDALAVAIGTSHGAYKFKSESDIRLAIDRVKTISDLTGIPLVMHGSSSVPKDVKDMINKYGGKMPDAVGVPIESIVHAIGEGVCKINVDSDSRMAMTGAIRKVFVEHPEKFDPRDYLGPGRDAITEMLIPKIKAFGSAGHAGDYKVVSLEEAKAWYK
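Giardia FBPA (40 nM reagent) was preincubated 10 min at RT with compound (up to 57.5 uM final), then substrate plus GAPDH/TPI/NAD/arsenate coupling system with diaphorase/resazurin was added; resorufin fluorescence (525/598 nm) was read after 20 min.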
The depositor's hits bear a star; ? = inconclusive; / = not tested or not shown; & = joins results of further samples; ! = a repeat was not active; [ ] = dose if it differs, or a comment. Unless noted, the call rests on the fitted dose curve; in most records, active means well fitted curve in the direction sought with a large enough effect; inconclusive means small, poorly fitted or top-dose-only effect, or another doubt; inactive means no such curve, though single readings can be large; an effect the other way counts as inactive or inconclusive. Unless noted, on the % scale 0 is the no-effect control and ±100 the full control effect.

compound | AmpC detergent | HCMV inh | HCV inh | Sm TGR block | AMA1 RON2 block | Giardia FBPA inh
COc1ccc(S(=O)(=O)Nc2ccccc2C(=O)N2CCOCC2)cc1C | -3% | 18 | 20% | -13% | 16% | 3%
Cc1cc(NC(=S)NC(=O)C2CC2)ccc1Br | -3% | 76 | -16% | ? | 22% | 5%
CCOc1cc(C(=O)Nc2ccccc2F)cc(Br)c1OCC | 0% | ? | ? | -9% | -7% | -9%
Cc1cccc(C(=O)Nc2nnc(SCC(=O)NC3CC3)s2)c1 | -4% | 8 | 11% | 2% | -3% | -24%
O=C1C(O)=C(O)C(=O)c2ccccc21 | / | 59 | 11% | / | -29% | /
C/C=C/C=[N+](\[O-])C(C)/C(=N/O)c1ccc(F)cc1 (stereo not given) | -7% | -75* | 13% | -26% | 48%[activator] | 1%
CCc1cccc2c(C#N)cn(CC(=O)NCCOC)c12 | -22% | -5 | 23% | 4% | 5% | 3%
Cc1cc(S(=O)(=O)N2CCCC2)ccc1OCC(=O)NCc1ccccn1 | ? | 34 | 6% | 3% | 9% | 21%
CNC(=O)c1ccc2c(c1)N(Cc1ccccc1Cl)C(=O)c1ccccc1S2 | -5% | -3 | / | 7% | / | /
C=CCn1c(SCC(=O)NC2CCCCC2)nnc1-c1cccnc1 | 2% | -12 | / | 4% | -1% | 13%
COc1ccc(NC(=O)CC2SC(=N)N(c3ccccc3)C2=O)c(OC)c1 (stereo not given) | 0% | -22 | 2% | 5% | -21% | 0%
O=C(Nc1ccc(C(=O)N2CCCCC2)cc1)c1ccc(Br)cc1 | 0% | -18 | -29% | 2% | -1% | -9%
O=C(N/N=C/c1ccc[nH]1)c1ccc([N+](=O)[O-])cc1 | -5% | 53 | ? | 4% | 12% | 2%
COc1ccc(SCCCn2c(=O)c3c(ncn3C)n(C)c2=O)cc1 | -11% | ? | -3% | -15% | -6% | -3%
CCOC(=O)c1c(C)[nH]c(C=C2C(=O)CCCC2=O)c1O | 0% | 7 | -5% | ? | 17% | -8%
c1ccc(-c2noc(C34CC5CC(CC(C5)C3)C4)n2)cc1 | 0% | -6 | 7% | -9% | 16% | 4%
CCNc1ccc(S(N)(=O)=O)cc1[N+](=O)[O-] | -14% | 24 | 10% | -11% | -19% | 6%
Cc1cccc(C)c1Nc1nnc(SCC(=O)Nc2ncc(C(F)(F)F)cc2Cl)s1 | ? | -20 | 2% | 5% | 108%[activator] | -5%
COc1ccc([N+](=O)[O-])cc1NC(=O)CCS(=O)(=O)c1ccc(Br)cc1 | -6% | -16 | -4% | ? | 7% | 7%
CC(NS(=O)(=O)c1ccc(OCC(=O)N2CCOCC2)c(Cl)c1)c1ccccc1 (stereo not given) | -3% | -13 | 1%&1% | 5% | 0% | 2%
O=C1CN(C(=O)OCc2ccccc2)c2ccccc2N1 | ? | 100 | 9% | -3% | 1% | -3%
Cc1cccc(NC(=O)c2cccc(NC3=NC4CS(=O)(=O)CC4S3)c2)c1 (stereo not given) | -8% | 9 | 12% | -14% | 23% | -18%
CCN(CC)S(=O)(=O)c1ccc(NC(=O)COC(=O)c2ccc(-n3nc(C)cc3C)cc2)cc1 | 2% | -5 | 17% | 6% | -9% | 19%
COC(=O)c1c(NC(=O)c2ccco2)sc2c1C(C(=O)OC)CC2 (stereo not given) | -10% | 0 | 1% | -3% | 52%[activator] | -4%
O=C(O)c1ccc2c(=O)n3c(nc2c1)/C(=C/c1ccc(OC(F)F)cc1OC(F)F)CC3 | -4% | 37 | 13% | -14% | 20µM* | -21%

An excerpt of these results, with values under each structure.
Every second line gives: AmpC detergent | HCMV inh | HCV inh | Sm TGR block | AMA1 RON2 block | Giardia FBPA inh
- CCOc1cc(C(=O)Nc2ccccc2F)cc(Br)c1OCC
    0% | ? | ? | -9% | -7% | -9%
- Cc1cccc(C(=O)Nc2nnc(SCC(=O)NC3CC3)s2)c1
    -4% | 8 | 11% | 2% | -3% | -24%

Full records as entered above. Values in the order: AmpC detergent, HCMV inh, HCV inh, Sm TGR block, AMA1 RON2 block, Giardia FBPA inh
C/C=C/C=[N+](\[O-])C(C)/C(=N/O)c1ccc(F)cc1 (stereo not given) in the list: -7%, -75*, 13%, -26%, 48%[activator], 1%
Cc1cccc(C)c1Nc1nnc(SCC(=O)Nc2ncc(C(F)(F)F)cc2Cl)s1 in the list: ?, -20, 2%, 5%, 108%[activator], -5%

Later entries.
compound | AmpC detergent | HCMV inh | HCV inh | Sm TGR block | AMA1 RON2 block | Giardia FBPA inh
c1ccc(-n2nnnc2SCc2cn3cccnc3n2)cc1 | 2% | -23 | 11% | -6% | 44%[activator] | -17%
Cc1ccc2c(c1)c1c3n2CCN(C=O)C3CCC1 (stereo not given) | -16% | 2 | ? | -46% | -16% | -11%
Cc1ccc(NC(=S)NCCN2CCOCC2)cc1F | 1% | -10 | 2% | 4% | -5% | 2%
COc1ccc(Br)cc1/C=N/Nc1ccc(Cl)c(C(=O)O)c1 | -8% | -33 | 4% | -9% | 9% | 12%
CCN(CC)CCn1c(=N)n(CCOc2ccccc2)c2ccccc21 | -10% | ? | 10µM* | 0% | 0% | 0%
CCOc1ccc(CCNC(=O)COC(=O)/C=C/c2ccc(C)o2)cc1OCC | -9% | 4 | -26% | 50µM* | -4% | /
Cc1ccc(-c2nc(CS(=O)(=O)CC(=O)NC3CC3)c(C)o2)cc1 | 4% | -6 | 14% | 32µM* | -5% | /
O=C(CSc1n[nH]c(-c2ccccc2Cl)n1)NCCc1ccccc1 | 16% | 4 | / | -4% | / | /
CCOc1ncccc1C(=O)NCc1ccccc1 | -1% | / | 0% | -5% | / | 4%
COc1ccc(-c2csc(Nc3ccc(S(=O)(=O)Nc4cc(OC)nc(OC)n4)cc3)n2)cc1 | -14% | 28 | 7% | -11% | -10% | -3%
CCOc1ccc(S(=O)(=O)NCCC2=CCCCC2)c2ccccc12 | 6% | 67 | / | 0% | -7% | -13%
COC(=O)c1cc(C)nc2c1c(=O)nc(SCc1ccccc1F)n2C1CC1 | 21% | 4 | / | -1% | / | /
OCCc1ccc(-c2ccc(Cl)cc2)o1 | -6% | 30 | 15% | 45µM* | 2% | 0%
CCCOc1ccc(N2C(=O)CC(N3CCN(c4ccccc4OC)CC3)C2=O)cc1 (stereo not given) | ? | 17 | 4% | 50µM* | -10% | -2%
Cc1ccc(N(CC(=O)NC2CCCCC2)C(=O)CNC(=O)c2ccco2)c(C)c1 | -12% | -4 | 8% | 0% | -2% | 6%
Cc1cc(Cl)ccc1OC(C)C(=O)Nc1ccc(C(=O)Nc2ccccc2C(=O)O)cc1 (stereo not given) | -7% | -15 | 9% | 3% | -15% | /
Cc1ccc(NC(=O)C2CCN(S(=O)(=O)c3ccc4[nH]c(=O)oc4c3)CC2)cc1F | 6% | -29 | 9% | 15% | 4% | -30%
O=C(CNC(=O)c1ccc(Cl)cc1Cl)OCc1nc2ccccc2s1 | ? | 28 | -1% | -2% | -2% | 5%
CC(C)c1cc(NCCN2CCOCC2)n2c(nc3ccccc32)c1C#N | / | 0 | 21% | / | -5% | /
Cc1ccc(NC(=O)CSc2nnc(Cn3c(=O)sc4ccccc43)n2C)cc1 | 2% | 3 | ? | 5% | 0% | 2%
CC(=O)c1c(C)n([O-])c2cc(C)ccc2[n+]1=O | ? | 6 | 16% | 1% | -3% | -3%
O=C(Nc1ccc2nn(-c3ccccc3)nc2c1)c1cc2ccccc2o1 | 5% | 4 | / | -16% | / | /
CCOC(=O)CNC(=O)C1CCC(CNS(=O)(=O)c2cccc3nsnc23)CC1 (stereo not given) | -6% | 14 | -6% | -15% | 8% | /
Cc1csc2ncc(C(=O)NC(C)c3ccccc3)c(=O)n12 (stereo not given) | -13% | 3 | 0% | -2% | -4% | 5%
Cn1cc(Cl)c(C(=O)OCC(=O)Nc2ccc(S(N)(=O)=O)cc2)n1 | -11% | -9 | -5% | -27% | 6% | 4%
Cc1nc2ccc(S(=O)(=O)N(C)CC(=O)N3CCc4ccccc4C3)cc2s1 | -5% | -25 | 15% | 12% | -12% | 9%
CCCCn1c(C)cc2c(c1=O)[C@H]1O[C@](CCCC)(Cc3cc(OC)c(OC)cc31)O2 | -9%[22.9 µM] | / | / | 0%[22.9 µM] | / | 13%[12.9 µM]
CCN(CC(=O)Nc1c(F)cccc1F)C(=O)CNC(=O)C1CCCCC1 | -15% | -31 | 5% | -7% | 16% | /
COC(=O)/C(=C1/Oc2cc(C)oc(=O)c2S1)C(F)(F)F | -15% | ? | 10µM* | -4% | 19% | 5%
CC1(C)CC(=O)C=C(NC2CCCC(O)C2)C1 (stereo not given) | -14% | -10 | 11% | -9% | 15% | /
O=C(/C=C/Nc1ccc(F)c(Cl)c1)c1ccco1 | -8% | 107 | ? | -17% | -3% | ?
Cn1c2ccc(F)cc2c2nnc(SCCN3CCCCC3)nc21 | -1%&0% | -86*! | 11µM* | -2%&-5% | 0% | 1%
Cc1nnc(SCC(=O)Nc2cccc(S(=O)(=O)NC3=NCCCCC3)c2)n1Cc1ccccc1 | 4% | -11 | ? | 0% | 2% | 5%
CC1=NNC(=O)C(CC(=O)Nc2ccc(Cl)c(Cl)c2)C1 (stereo not given) | -4% | 8 | ? | -17% | 3% | 5%
O=C(c1cc2c(s1)-c1ccccc1OC2)N1CCc2ccccc2C1 | ? | -31 | 19% | -17% | 22% | 0%
O=C(Cc1cccs1)Nc1nnc(-c2ccncc2)s1 | ? | -25 | 0% | -17% | -9% | 3%
CN1CCN(C(=S)c2ccc([N+](=O)[O-])cc2)CC1 | ? | -4 | -3% | 0% | -8% | ?
COc1ccccc1CN1C(=O)C(=O)c2cccc(C)c21 | 16% | 51 | / | 2% | / | /
COc1ccc(NC(=O)Cn2c(=O)n(-c3ccc(C)cc3)c(=O)c3c2c2cc(C)ccc2n3C)cc1 | ? | 18 | / | -3% | / | /
COCCCn1c(SC(C)C(=O)NC2CC2)nc2ccccc2c1=O (stereo not given) | -13% | 35 | 3% | -4% | 0% | /
COc1ccccc1NC(=O)Cc1c(C(=O)O)[nH]c2ccc(Cl)cc12 | 8% | -26 | / | 18% | / | /
CCOC(=O)Cc1csc(NC(=O)CSc2ccc(Br)cc2)n1 | ? | 13 | ? | -3% | -18% | -2%
Cc1ccc(NC(=O)c2c(C)nn(-c3ccccc3)c2-n2cccc2)c(Cl)c1 | -1% | -10 | / | -9% | / | /
Cc1ccc(C2CC2c2n[nH]c(=S)n2-c2ccc(C)cc2)cc1 (stereo not given) | 3% | -8 | 25µM* | 2% | 53%[activator] | 4%
COC(=O)c1cccc(Cn2nnc3sc4c(c3c2=O)CCC(C(C)(C)C)C4)c1 (stereo not given) | 28% | 28 | / | 8% | / | /
CCOC(=O)c1cc(S(=O)(=O)Nc2ccc(C)cc2Cl)[nH]n1 | 21% | -12 | / | 2% | / | /
COc1ccc(C2=CN3CCCCC3CC2=O)cc1OC (stereo not given) | / | 31 | -4% | / | -1% | /
FC(F)(F)c1nnc2ccc(Cl)nn12 | 0% | -21 | 3% | 9% | -5% | 1%
Cc1ccc(N2CC(C(=O)Nc3nnc(SCC(=O)NCC4CCCO4)s3)CC2=O)cc1C (stereo not given) | -9% | 47 | / | 1% | 12% | /
O=C(c1ccccc1Br)N1CCCC(c2nc(-c3cccs3)no2)C1 (stereo not given) | -3% | -89* | ? | -9% | -3% | 6%
